a7 integrin act: activators of alpha7 integrin expression for muscular dystrophy. alpha7betagal myoblasts, beta-gal FDG fluorescence, 48 h. Potency, µM (titrated, usually from 38.3 µM), without a hit: at the highest dose activation, actives largely listed as activators. 350,000 tested, 0.064% active. AID 624291;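 note: potency is the fitted concentration of half-maximal effect; 100% = response of the positive control SU9516; nearly all actives have a fitted effect of over 60% in size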
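alpha7betagal+/- myoblasts (passage 13, 250/well) treated 48 h at 37C with compounds at 1:260 dilution of DMSO stock. Lysed, then beta-galactosidase activity read as FDG fluorescence (ex 480/em 540) after 30 min, with pre-read for autofluorescence.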
TRPV1 ag: human TRPV1 agonism; Q8NER1; TRPV1-expressing cells, Fluo-8 calcium influx, agonist mode; activation, % at 8.33 µM; 320,000 tested, 0.19% active; AID 540275; in the data active = activation above about 80%; inconclusive = between about 30% and that limit; note: 0% is about no effect
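Cells expressing TRPV1 were dye-loaded with Fluo-8 and read kinetically: 10 s baseline, 3 min after compound (agonist portion), then 2 min after EC20 capsaicin (allosteric enhancer portion). Calcium-bound dye fluorescence at 480/520 nm.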
p53 reactivator: re-activators of mutant p53. H1299 p53-A138V BP100-luciferase reporter, luminescence, 24 h. Potency, µM (titrated, usually from 92.2 µM), for inactives: top-dose activity change, positive = activation, hits mostly activators. 320,000 tested, 0.063% active. AID 504706; note: potency is the fitted concentration of half-maximal effect; % of control where 0% means no effect; nearly all actives have a fitted effect of over 45% in size
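p53-null H1299 cells stably carrying temperature-sensitive p53-A138V and a BP100-luciferase reporter were pinned with compounds (4-point, 1:5 series) and held 24 hrs at 37 deg C. Luminescence was read 10 min after detection reagent.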
ELG1 repair inh: inhibitors of ELG1-dependent DNA repair in HEK293T cells; HEK293T ELG1-luciferase reporter, luminescence, 16 h; DNA damage induced by 5-fluorouridine; Potency, µM (top dose mostly 46.1 µM), for inactives: at the highest dose activity change, negative = inhibition, most hits filed as inhibitors; 330,000 tested, 2.3% active; note: potency is the fitted concentration of half-maximal effect; % is set by controls: 0 for no effect and ±100 for the full control effect; nearly all actives have a fitted effect of over 55% in size
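Step one: seed 2,000 cells per well. Step two: pin-transfer compound or DMSO alongside 5-fluorouridine. Step three: incubate 16 hr, 37 °C, 5% CO2. Step four: add ONE-Glo, wait 30 min, read luminescence.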
TCR activator: activates T cell receptor signaling. primary human leukocytes, anti-CD3, IL-2 HTRF, 48 h. Potency, µM (top dose mostly 9.22 µM), for inactives: at the highest dose activation of IL-2 secretion, most hits filed as activators. 330,000 tested, under 10 active; note: % of control where 0% means no effect
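48 hr co-incubation of compounds, a-CD3 beads and primary human leukocytes; IL-2 quantified homogeneously by HTRF with anti-IL-2 K and d2 conjugates.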
TSG101-PTAP inh: blocks PTAP/TSG101 interaction to inhibit HIV-1 budding | AID 493005 | Potency, µM (doses to about 115 µM), inactives show at the highest dose activity change, negative = inhibition, usual class: inhibitors | 340,000 tested, under 10 active | Fluorescence polarization, FITC-PTAP peptide / Tsg101 binding | Q99816; active = well fitted inhibition curve with a large enough effect in the main read-out, with a control signal flat, not every such curve was filed as active; inconclusive = small, poorly fitted or top-dose-only effect, or effect the other way, or a change in a side signal; inactive = no such curve, though single readings can be large or run the other way; note: potency is the fitted concentration of half-maximal effect; % of control where 0% means no effect
Target sequence (Q99816 whole entry, looked up): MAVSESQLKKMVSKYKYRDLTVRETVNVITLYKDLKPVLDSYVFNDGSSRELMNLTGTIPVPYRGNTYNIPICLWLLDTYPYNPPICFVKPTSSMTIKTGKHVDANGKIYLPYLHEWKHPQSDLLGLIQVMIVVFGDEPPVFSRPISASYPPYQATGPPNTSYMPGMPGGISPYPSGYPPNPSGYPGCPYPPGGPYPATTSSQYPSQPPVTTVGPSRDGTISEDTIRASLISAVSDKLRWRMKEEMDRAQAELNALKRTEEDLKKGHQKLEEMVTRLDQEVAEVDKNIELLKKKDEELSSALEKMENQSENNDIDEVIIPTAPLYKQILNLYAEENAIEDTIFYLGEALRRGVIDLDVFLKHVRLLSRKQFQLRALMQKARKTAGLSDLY
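Compounds were pin-transferred onto Tsg101 binding domain (10 uM final) in HEPES pH 7.5 buffer, then FITC-PTAP peptide was added at 50 nM final. After 20 min at RT, polarization reported peptide displacement across a qHTS concentration series.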
MLL CXXC-DNA inh: MLL CXXC-DNA interaction inhibition; Q03164; MLL-CXXC / FITC-HOXA9 DNA fluorescence polarization; AID 2662; Potency, µM (titrated, usually from 115 µM), for inactives: top-dose activity change, negative = inhibition, hits mostly inhibitors; 290,000 tested, 0.037% active; active = well fitted inhibition curve with a large enough effect in the polarisation, with a control signal flat, not every such curve was filed as active; inconclusive = small, poorly fitted or top-dose-only effect, or effect the other way, or a change in a side signal; inactive = no such curve, though single readings can be large or run the other way; the % refers to the polarisation; note: potency is the fitted concentration of half-maximal effect
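Fluorescence polarization: 7 uM MLL-CXXC (stock) preincubated 5 min with compounds, then 50 nM fluorescein-HOX-A9 DNA (stock) added; 30 min ambient. Buffer 50 mM Tris-HCl pH 7.5, 50 mM NaCl, 1 mM DTT, 0.05% BSA.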
A-T KAP1 phos: candidate therapy for ataxia-telangiectasia. 320,000 tested, 0.19% active. […] A-T fibroblasts, KAP-1 phosphorylation AlphaLISA; neocarzinostatin DNA damage 30 min before lysis. Potency, µM (titrated, usually from 57.5 µM), for inactives: top-dose activation, hits mostly activators; note: potency is the fitted concentration of half-maximal effect; % of control where 0% means no effect; nearly all actives have a fitted effect of over 45% in size
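ATM-like activity read as KAP-1 phosphorylation via AlphaLISA donor/acceptor antibody pairs after lysis and 6 hr at 25C. Cells were ATM-null patient fibroblasts ([…], hTERT), dosed 60 min, then exposed to the DSB inducer NCS for 30 min.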
BRCA1 expr act: BRCA1 expression activation. MCF7-BRCA1-FFLuc reporter, luminescence, 48 h; response scale: scaled: vehicle 0%, 10 µM genistein 100%. Potency, µM (top dose mostly 46.1 µM), inactives show at the highest dose activation, usual class: activators. AID 624202. 380,000 tested, 1.1% active; note: potency is the fitted concentration of half-maximal effect; nearly all actives have a fitted effect of over 80% in size; some results filed as inactive show a strong effect at the top dose
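Luminescence from a BRCA1-driven firefly luciferase in MCF7 cells was read after 48 h compound exposure at 37 C. Data normalized against DMSO and a 10microM genistein activation control, then curve-fitted across the titration.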
B2AR arrestin: beta2AR (human) beta-arrestin recruitment activity; beta-arrestin recruitment to beta2AR, cell-based reporter; Potency, µM (titrated, usually from 46.1 µM), for inactives: at the highest dose activation, usual class: activators; 330,000 tested, 0.02% active;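 note: potency is the fitted concentration of half-maximal effect; 0% = DMSO controls and full agonism = EC100 isoproterenol or metaproterenol; nearly all actives have a fitted effect of over 65% in size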
Target sequence (P07550 whole entry, looked up): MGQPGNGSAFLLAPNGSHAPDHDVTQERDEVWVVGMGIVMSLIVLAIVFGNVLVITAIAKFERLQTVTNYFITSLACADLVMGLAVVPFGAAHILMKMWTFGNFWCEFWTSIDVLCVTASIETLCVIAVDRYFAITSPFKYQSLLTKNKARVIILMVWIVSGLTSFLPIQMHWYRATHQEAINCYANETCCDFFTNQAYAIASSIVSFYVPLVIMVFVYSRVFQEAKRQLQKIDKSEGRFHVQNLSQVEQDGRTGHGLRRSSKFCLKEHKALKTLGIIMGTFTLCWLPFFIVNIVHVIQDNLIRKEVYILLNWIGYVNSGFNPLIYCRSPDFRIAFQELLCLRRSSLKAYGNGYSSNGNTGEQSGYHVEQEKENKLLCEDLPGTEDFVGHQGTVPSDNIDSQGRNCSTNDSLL
The depositor's hits bear a star; ? = inconclusive; . = no result given; & = joins results of further samples; [ ] = dose if it differs, or a comment. Unless noted, calls come from the whole dose curve; as a rule, active = well fitted curve in the direction sought with a large enough effect; inconclusive = small, poorly fitted or top-dose-only effect, or another doubt; inactive = no such curve, though single readings can be large; an effect the other way counts as inactive or inconclusive.

1) Cc1nnc(SCC(=O)c2c[nH]c3ccccc23)n1C1CC1
2) C=CCn1c(SC)nc2sc3c(c2c1=O)CCc1ccccc1-3
3) O=c1c2ccccc2nc2n1C(CSCc1cccc(C(F)(F)F)c1)CS2 (centres undefined)
4) CCOC(=O)c1ccc(N=CC2=C(O)CC(C)(C)CC2=O)cc1
5) Cc1ccccc1NC(=O)c1ccc2snnc2c1
6) Cc1nc(NC(=O)/C=C/c2ccccc2)sc1C(=O)NCCO
7) CCCCN(Cc1ccco1)C(=O)Cn1ncc2c(=O)oc3ccc(C)cc3c21
8) COc1cccc(N2C(=O)CC(N3CCc4ccccc43)C2=O)c1 (centres undefined)
9) COc1ccc(/C(O)=C2/C(=O)C(=O)N(CC3CCCO3)C2c2ccc(OC)c(OC)c2)cc1 (centres undefined)
10) CCN(CC(=O)Nc1c(F)cccc1F)C(=O)c1cccc(-n2cnnn2)c1
assay / compound	1	2	3	4	5	6	7	8	9	10
a7 integrin act	1%	0%	-58%[inhibitor]	12%	12%	-4%	2%	5%	18%	34%
TRPV1 ag	11	2	3	-3	1	-7	1	17	-4	-2
p53 reactivator	?	?	4%	-16%	1%	6%	2%	4%	5%	2%
ELG1 repair inh	?	?	-8%	9%	-3%	0%	1%	?	-3%	?
TCR activator	-9%	-2%[46.1 µM]	-7%	-1%	6%	-2%	-5%	6%	-2%	15%
TSG101-PTAP inh	-5%	1%	1%	-1%	0%	-3%	0%	0%	-9%	-1%
MLL CXXC-DNA inh	.	8%	2%	4%	2%	28%	1%	?	3%	.
A-T KAP1 phos	4%	17%	2%	-5%	-2%	-1%	5%	-4%	-7%	7%
BRCA1 expr act	14%	-7%	-44%	0%	21%	41%	-2%	5%	-2%	0%
B2AR arrestin	0.0%	-0.2%	-0.4%	0.2%	-0.2%	-0.1%	0.2%	-0.2%	-0.2%	-0.3%

11) CCCC(C(=O)NC1CCCC1)N(C(=O)c1snc(C(N)=O)c1N)c1ccc(F)cc1 (centres undefined)
12) O=C(CSc1ncnc2c1oc1ccccc12)Nc1ccccc1F
13) COc1ccc(Cl)cc1NC(=O)CNC(c1ccccc1)c1ccccc1
14) Cc1ccccc1CN(C)C(=O)COC(=O)c1ccc2[nH]c(C)c(C)c2c1
15) O=C1C=C(c2ccccc2)C[C@H](c2cccs2)[C@H]1n1nnc([N+](=O)[O-])n1
16) CCOC(=O)c1sc(NC(=O)CCCCCN2C(=O)c3cccc4cccc(c34)C2=O)nc1C
17) Cc1c(Cl)cccc1NC(=O)NCc1cccnc1
18) CC(=O)Nc1cccc2c1C(=O)NC2=O
19) CCOC(=O)C1(Cc2ccccc2C(F)(F)F)CCN(Cc2ccc(COC)o2)CC1
20) COCCCn1c(-c2ccco2)nc2ccccc2c1=O
assay / compound	11	12	13	14	15	16	17	18	19	20
a7 integrin act	0%	25%	43%	-11%	-53%[inhibitor]	-12%	16%	-24%	-6%	2%
TRPV1 ag	9	.	?	.	-3	.	8	-2	29	-4
p53 reactivator	-5%	2%	7%	12%	8%	3%	1%	15%	1%	-3%
ELG1 repair inh	-2%	9%	-18%	26µM*	?	-12%	?	3%	?	-2%
TCR activator	-2%	12%	-4%	5%	-6%[46.1 µM]	4%	7%	7%	6%	2%
TSG101-PTAP inh	0%	1%	-3%	-1%	0%	-1%	-2%	0%	-1%	1%
MLL CXXC-DNA inh	-2%	-6%	42%	.	11%	6%	5%	3%	1%	3%
A-T KAP1 phos	-8%	11%	1%	-11%	-2%	-5%	12%	2%	11%	0%
BRCA1 expr act	-24%	-13%	-66%	-26%	-73%	-2%	8%	0%	14%	0%
B2AR arrestin	0.0%	-1.1%	12%	3.2%	0.3%	-0.7%	0.4%	-0.2%	0.0%	0.0%

21) O=C(COC(=O)c1ccccc1[N+](=O)[O-])Nc1nnc(-c2ccccc2)o1
22) Cc1cn(CCC(=O)Nc2ccccc2N2CCOCC2)c2ccccc12
23) COCCNC(=O)CSc1nnc(-c2ccccc2)c(-c2ccccc2)n1
24) COc1ccc(CCNC(=S)NCCc2ccc(OC)c(OC)c2)cc1OC
25) O=c1cc(O)c(-c2ccc(Cl)c(Cl)c2)c(Cl)[nH]1
26) COc1ccc(Nc2oc(-c3ccc(Cl)cc3)nc2C#N)cc1
27) CC(C)[C@H]1C=C(C(=O)O)O[C@@H](OCCCCO)C1
28) COCCn1cnnc1SCC(=O)Nc1ccccc1C(=O)Nc1ccc2c(c1)OCO2
29) CCOc1ccc(NC(=O)CC2C(=O)N(C)C(=S)N2CCCc2ccccc2)cc1 (centres undefined)
30) O=C(COc1ccc(Cl)cc1Cl)Nc1ccccc1F
assay / compound	21	22	23	24	25	26	27	28	29	30
a7 integrin act	20%	6%	7%	11%&10%	-23%	-6%	20%	-5%	2%	-4%
TRPV1 ag	-9	7	-1	?	3	2	0	-1	3	.
p53 reactivator	7%	13%	2%	-2%	0%	3%	4%	15%	3%	.
ELG1 repair inh	-3%	?	-28%	?	-5%	?	17%	?	-15%	.
TCR activator	-14%	11%	-4%	4%	4%	11%	3%	-1%	2%[46.1 µM]	9%
TSG101-PTAP inh	-3%	-1%	-2%	-2%	-1%	-8%	0%	-4%	-1%	2%
MLL CXXC-DNA inh	.	-5%	-7%	-6%	5%	-2%	2%	-7%	17%	.
A-T KAP1 phos	-3%	-2%	-4%	-7%	0%	8%	36%	-7%	6%	.
BRCA1 expr act	-4%	?	7%	2%&-1%	-3%	7%	-7%	52%	-16%	4%
B2AR arrestin	-0.9%	-0.8%	0.5%	-0.5%	0.3%	-0.2%	0.0%	0.0%	4.6%	.

Look-ups from the list.
entry 27 in p53 reactivator shows 4%
entry 29 in MLL CXXC-DNA inh shows 17%
entry 23 in TSG101-PTAP inh shows -2%

Of the compounds above, these contain a CF3 group.
3) O=c1c2ccccc2nc2n1C(CSCc1cccc(C(F)(F)F)c1)CS2 (centres undefined)
19) CCOC(=O)C1(Cc2ccccc2C(F)(F)F)CCN(Cc2ccc(COC)o2)CC1
assay / compound	3	19
a7 integrin act	-58%[inhibitor]	-6%
TRPV1 ag	3	29
p53 reactivator	4%	1%
ELG1 repair inh	-8%	?
TCR activator	-7%	6%
TSG101-PTAP inh	1%	-1%
MLL CXXC-DNA inh	2%	1%
A-T KAP1 phos	2%	11%
BRCA1 expr act	-44%	14%
B2AR arrestin	-0.4%	0.0%

Next section.
31) CC1(C)C(=O)Nc2ccccc2N1C(=O)COc1cccnc1[N+](=O)[O-]
32) O=C(Nc1ccc(S(=O)(=O)Nc2nccs2)cc1)c1cccc(S(=O)(=O)N2CCOCC2)c1
33) Nc1nonc1-n1nnc(C(=O)N/N=C/c2cccnc2)c1-c1ccccc1
34) COc1ccccc1Nc1c2c(nc3ccc(N)cc13)CCCC2
35) COc1cccc(NC(=O)CCN2C(=O)c3ccccc3Sc3ncccc32)c1
36) O=C(O)c1ccc(N2C(=O)c3cccc4c(C(=O)O)ccc(c34)C2=O)cc1
37) C=C(C)CSc1nc2c(cc1C#N)CCC2
38) O=C(NCc1cccnc1)C1CCN(S(=O)(=O)N2CCOCC2)CC1
39) O=C(OCc1nnc(-c2ccccc2)o1)c1ccc2c(c1)C(=O)N(CCc1ccccc1)C2=O
40) OCC1(CO)CC2(C1)CC(CO)(CO)C2
41) CCCCc1cc(=O)oc2cc(C)cc(OC(C)C(=O)NCc3ccncc3)c12 (centres undefined)
42) CCOCCOc1cccc(C(=O)NC(c2ccccc2)c2ccccc2)c1
43) Cc1cccc(OCC(O)CN2CCOCC2)c1 (centres undefined)
assay / compound	31	32	33	34	35	36	37	38	39	40	41	42	43
a7 integrin act	21%	2%	?	24%	0%	0%	-22%	-3%	7%	21%	1%	5%	-17%
TRPV1 ag	3	5	2	3	0	1	16	5	2	.	6	9	-2
p53 reactivator	-2%	-2%	-6%	0%	-3%	1%	12%	10%	0%	.	-7%	8%	3%
ELG1 repair inh	-5%	9%	0%	-8%	9%	7%	12%	9%	17%	.	?	-5%	13%
TCR activator	1%	-4%	-8%	-9%	-5%	-1%	5%	-22%	-4%	-6%	5%	.	8%
TSG101-PTAP inh	-1%	-1%	-5%	-2%	1%	-5%	-1%	-1%	-2%	-1%	-6%	0%	2%
MLL CXXC-DNA inh	-3%	-14%	0%	15%	0%	-3%	0%	4%	7%	.	-5%	-20%	-29%
A-T KAP1 phos	-2%	7%	0%	8%	2%	0%	5%	-2%	4%	.	13%	2%	10%
BRCA1 expr act	4%	2%	1%	-24%	0%&14%	8%	0%	10%	-12%	-2%	-6%	3%	-5%
B2AR arrestin	0.1%	-0.1%	0.1%	-0.9%	-1.1%	0.0%	0.2%	-1.1%	-0.2%	.	0.0%	0.0%	0.4%

Screens as filed in PubChem BioAssay.
